Bioassay records: PubChem BioAssay, National Center for Advancing Translational Sciences (NCATS)
D1 antag – Antagonist of Human D 1 Dopamine Receptor: qHTS. hit rate 3.2% among 360,000. AID 504652, 2011. D(1A) dopamine receptor (Homo sapiens), P21728. activity change, negative = inhibition, % at 10 µM. HEK293 TREx D1 cells, calcium flux, dopamine EC80; active compounds read low; in the data active = activity change below about -30%; also: % is scaled to controls: 0 for no effect and ±100 for the full control effect
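After overnight tetracycline induction at 30 C, force-coupled D1 HEK293 cells took up a no-wash calcium dye at room temperature. Compounds were added and monitored 180 s, and the response to EC80 dopamine was then recorded.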
D1 potentiator – Potentiators of Human D1 Dopamine Receptor: qHTS; D(1A) dopamine receptor (Homo sapiens), P21728; HEK293 TREx D1 cells, calcium flux, dopamine EC20 potentiation; potentiation, % at 10 µM; hit rate 0.036% among 360,000; AID 504651, 2011; in the data active = potentiation above about 30%; also: 0% is about no effect
D2 potentiator – HTS Assay for Positive Allosteric Modulators of the Human D2 Dopamine Receptor: Primary Screen for Potentiators | HEK293 T-REx D2, calcium flux, EC20 dopamine potentiation | hit rate 0.34% among 340,000 | potentiation, % at 10 µM;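 active = potentiation over 3 SD above the plate norm, cut at about 30% in these data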; also: 0% is about no effect
Target sequence (P14416 whole entry, looked up): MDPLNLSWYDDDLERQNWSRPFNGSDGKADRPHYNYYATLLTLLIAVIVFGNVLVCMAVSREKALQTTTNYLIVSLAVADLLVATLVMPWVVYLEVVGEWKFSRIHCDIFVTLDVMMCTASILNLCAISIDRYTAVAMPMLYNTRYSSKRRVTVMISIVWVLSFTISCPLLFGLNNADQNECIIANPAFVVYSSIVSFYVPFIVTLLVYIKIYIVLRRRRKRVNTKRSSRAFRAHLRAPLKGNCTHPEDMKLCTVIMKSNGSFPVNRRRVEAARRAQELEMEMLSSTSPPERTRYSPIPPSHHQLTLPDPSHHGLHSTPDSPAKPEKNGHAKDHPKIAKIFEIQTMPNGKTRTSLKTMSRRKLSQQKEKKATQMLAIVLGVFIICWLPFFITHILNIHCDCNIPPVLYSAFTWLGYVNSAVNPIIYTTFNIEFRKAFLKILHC
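Cells plated with tetracycline inducer and held overnight at 30 C; calcium dye loaded 30–90 min at room temperature; baseline taken, compound added and read 180 s; EC20 dopamine then added and read 180 s.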
RXFP1 ag – qHTS Assay for Agonists of the Relaxin Receptor RXFP1; hit rate 0.3% among 370,000; HEK293T-RXFP1 cAMP TR-FRET, 30 min; response scale: percent of porcine relaxin response, buffer zero; Relaxin receptor 1 (Homo sapiens), Q9HBX9; Potency, µM (top dose mostly 57.5 µM), for inactives: at the highest dose activation, most hits filed as activators; also: potency is read from the fitted curve at half-maximal effect; % is scaled to controls: 0 for no effect and ±100 for the full control effect; nearly all actives have a fitted effect of over 60% in size; many of its hits are not listed in these tables
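cAMP rise read by TR-FRET after 30 min, 37C compound exposure (up to 58 uM) in RXFP1-transfected HEK293 cells with Ro 20174 present. EC50 from Hill-equation fits, with 29 nM porcine relaxin as 100% and buffer as basal.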
TRHR ag – qHTS for Small Molecule Agonists and Allosteric Enhancers of Human TRH Receptor: Primary Screen for Agonists. TRHR cells, calcium flux fluo-8, FDSS agonist mode. Thyrotropin-releasing hormone receptor (Homo sapiens), P34981. activation, % at 2 µM. hit rate 0.18% among 360,000; in the data active = activation above about 30%; also: 0% is about no effect
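Fluo-8-loaded TRHR cells; 10 s baseline, compound added, kinetic Ca2+ fluorescence read 1/s, agonist mode.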
RXFP1 antag – qHTS Assay for Antagonists of the Relaxin Receptor RXFP1; hit rate 0.59% among 350,000; HEK293-RXFP1, relaxin-stimulated cAMP HTRF, 30 min; active compounds read low; activity change, negative = inhibition, % at 57.5 µM;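 active = activity change of -60% or lower, but not beyond a set lower limit; inconclusive = change between -60% and -40%, or beyond the set limit; inactive = change above -40%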; also: % is scaled to controls: 0 for no effect and ±100 for the full control effect
TRHR PAM – qHTS for Small Molecule Agonists and Allosteric Enhancers of Human TRH Receptor: Primary Screen for Enhancers; Thyrotropin-releasing hormone receptor (Homo sapiens), P34981; TRHR cells, fluo-8 calcium fluorescence, EC20 TRH enhancement; enhancement, % at 2 µM; hit rate 0.66% among 360,000; in the data active = enhancement above about 30%; also: 0% is about no effect
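Enhancer read-out: after compound pinning and an initial kinetic agonist-mode read, an EC20 of TRH (10 nM final) was injected and fluo-8 calcium signal (Ex 480/Em 530) followed at 1 s/cycle for 100 cycles in TRHR-expressing cells.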
D1 ag – Allosteric Agonists of the Human D1 Dopamine Receptor: qHTS; hit rate 1% among 360,000; AID 504660, 2011; D(1A) dopamine receptor (Homo sapiens), P21728; HEK293 T-REx D1 cells, calcium flux, agonist mode; activation, % at 2 µM; in the data active = activation above about 30%; also: 0% is about no effect
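Tetracycline-induced HEK293 TREx D1 cells, force-coupled to calcium signalling, were dye-loaded with a no-wash calcium kit. Compound was pin-added after a 10 s baseline. Fluorescence was read kinetically at 1 cycle/s for 180 s, with calcium rises flagged as agonism.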
Anesthetic bind – qHTS Assay for Identification of Novel General Anesthetics; apoferritin/1-aminoanthracene competitive binding, fluorescence; hit rate 0.074% among 350,000; Potency, µM (highest dose often 77.5 µM), for the others: top-dose activity change, negative = displacement, hits mostly inhibitors; Ferritin light chain (Equus caballus), P02791; also: potency is read from the fitted curve at half-maximal effect; % is scaled to controls: 0 for no effect and ±100 for the full control effect; nearly all actives have a fitted effect of over 20% in size
Target sequence (P02791 2-175 limits assumed): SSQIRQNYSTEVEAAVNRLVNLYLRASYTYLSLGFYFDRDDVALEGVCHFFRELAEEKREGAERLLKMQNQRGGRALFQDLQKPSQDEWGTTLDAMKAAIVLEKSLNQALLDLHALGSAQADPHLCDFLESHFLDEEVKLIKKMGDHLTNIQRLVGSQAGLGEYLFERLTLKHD
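Horse-spleen apoferritin (10 uM) in 50% saturated 1-aminoanthracene in PBS was incubated 10 min at room temperature with compound. Fluorescence (ex 380, em 535 nm) was normalized to free and bound 1-AMA, with concentration-response fitted by a four-parameter Hill equation.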
* hit, by the source's call; ? = inconclusive; . = not tested or not shown; & = joins results of further samples; [ ] = remark or other dose. Unless noted, calls follow the shape of the dose curve; as a rule, active = well fitted curve in the direction sought with a large enough effect; inconclusive = small, poorly fitted or top-dose-only effect, or another doubt; inactive = no such curve, though single readings can be large; an effect the other way counts as inactive or inconclusive. This is a subset; rates above refer to the full screens.

canonical_smiles,Anesthetic bind,TRHR ag,D1 ag,D1 potentiator,D2 potentiator,RXFP1 antag,TRHR PAM,RXFP1 ag,D1 antag
Cc1cc(C)cc(C(=O)NCC(=O)OCc2nc(N)nc(Nc3ccccc3C)n2)c1,.,-0.3,2,5,-4,2,3,0.1%,-4
O=C(NCc1ccc(Cl)cc1)N1CCN(Cc2ccccc2)CC1,-4%,-2.4,3,-3,15,13,2,0.9%,-6
COc1ccc(OC)c(-c2csc(NC(=O)Cc3ccc(OC)c(OC)c3)n2)c1,-6%,-0.9,3,-15,.,-15,-5,0.8%,-2
COc1ccccc1NS(=O)(=O)c1ccccc1C#N,-21%,0.2,2,3,-4,2,17,1.3%,1
CCc1cc(/C(Cc2ccccn2)=N\Nc2ccccc2)c(O)cc1O,-18%,0.4,4,-8,-5,-17,6,0.6%,-6
CS(=O)(=O)c1ccc(Cl)c(NC(=O)CCl)c1,-1%,0.3,3,6,21,6,-2,0.7%,-1
CC1CN(C(=O)Cn2cc(SCC(=O)N3CCOCC3)c3ccccc32)CC(C)O1 (centres undefined),-1%,0.5,1,3,11,-1,0,-2.7%,-24
CC1CC(C)(C)NC(=S)N1CCCC(=O)Nc1ccc2c(c1)OCCO2 (centres undefined),-9%,-0.1,1,2,9,1,10,0.0%,16
O=C(/C=C/c1cccs1)c1cc(Cl)ccc1O,?,-0.3,-1,-1,-1,-6,-7,1.4%,2
Cc1ccc(C=Nc2cc([N+](=O)[O-])ccc2C)s1,-2%,-1.3,3,-2,12,-10,1,0.1%,-9
CN(C)c1ccc(C(C(=O)NCC2CCCO2)N(C(=O)c2snc(C(N)=O)c2N)c2ccc3c(c2)OCO3)cc1 (centres undefined),0%,-0.7,4,8,8,-4,53*,0.9%,8
Cc1ccc(-n2ncc3c(=O)n(CC(=O)N4CCN(C(=O)c5ccco5)CC4)cnc32)cc1,.,-0.7,1,5,11,0,10,11%,-4
CC1CCc2c(C(=O)N3CCN(S(=O)(=O)c4cccs4)CC3)csc2C1 (centres undefined),-17%,0.2,11,-4,-4,4,-9,0.0%,3
CC(C)Oc1ccc(CNCCC2(C(C)C)CCOC(C)(C)C2)cc1 (centres undefined),?,0.8,7,-3,-8,-17,13,-4.3%,6
CCN(CC)c1ccc(CNc2nc3ccccc3n2C)cc1,-3%,0.0,1,-7,-2,-10,-9,-0.2%,-12
CCn1cc(/C=N\NC(=O)c2ccc3c(c2)c(C)c(C)n3Cc2ccccc2)c(C)n1,-4%,-1.6,0,-3,-4,-7,1,0.4%,-17
COCCCNc1nc2ccccc2nc1NS(=O)(=O)c1cc(Cl)ccc1Cl,-9%,-0.2,6,-3,-3,0,-4,2.2%,-7
COc1ccc(NS(=O)(=O)c2ccc(C)c(C(=O)N3CCCCCCC3)c2)cc1,.,-0.5,3,5,0,-15,15,-0.6%,11
Cc1cccc(NC(=O)CSCC(=O)N(C)CC(=O)Nc2cccc(F)c2)c1,.,0.0,6,-2,7,1,5,-0.7%,9
CC(=O)CCc1ccc(OCC(O)CNC2CCCc3ccccc32)cc1 (centres undefined),-13%,0.8,19,-2,-15,-8,-2,0.0%,6
Cc1cc(C)nc(NS(=O)(=O)c2ccc(NC(=O)CCN3C(=O)c4ccccc4C3=O)cc2)n1,-14%,0.1,0,-4,3,12,3,-0.3%,15
COc1ccccc1NC(=O)CN(c1ccc([N+](=O)[O-])cc1)S(=O)(=O)c1ccccc1,-15%,-0.2,0,-3,-1,-1,-7,2.4%,7
O=C(COc1ccccc1C(=O)NCc1ccncc1)Nc1ccc(Br)cc1,-6%,1.6,4,-5,0,13,-3,3.3%,0
COC(=O)c1c(NC(=O)C2C3C=CC(CC3)C2C(=O)O)sc(C)c1C (centres undefined),2%,-0.3,3,-10,9,7,-1,4.1%,11
O=C(CCC(=O)c1cccs1)NCCc1ccc(F)cc1,.,0.1,0,-4,-8,-7,-2,-0.1%,-2
COc1ccc(-c2nc3ccccc3c(=O)n2CCOc2cccc(C)c2C)cc1,39%[activator],1.3,4,-4,1,-2,-1,-1.0%,-9
CN(Cc1ccccc1)C(=O)CC(c1ccccc1)c1cc(Cl)ccc1O (centres undefined),-12%,-0.2,-1,1,-8,-6,-11,-0.8%,5
CN1CCN(c2ccccc2NC(=O)c2ccc(-c3ccc(Cl)c(Cl)c3)o2)CC1,-10%,0.6,0,0,-11,-3,-8,1.6%,32
Cc1ccc(NC(=O)c2c(C(F)(F)F)nn(C)c2SCc2cccc(C(F)(F)F)c2)cc1C,-9%,0.8,8,-1,-3,-10,-9,1.0%,2
Cc1ccccc1-c1noc(C2CCCCC2)n1,-22%,0.4,0,-6,-10,-8,10,-2.3%,-8

The closing 3 records of the part before lead into the next:
canonical_smiles,Anesthetic bind,TRHR ag,D1 ag,D1 potentiator,D2 potentiator,RXFP1 antag,TRHR PAM,RXFP1 ag,D1 antag
CN1CCN(c2ccccc2NC(=O)c2ccc(-c3ccc(Cl)c(Cl)c3)o2)CC1,-10%,0.6,0,0,-11,-3,-8,1.6%,32
Cc1ccc(NC(=O)c2c(C(F)(F)F)nn(C)c2SCc2cccc(C(F)(F)F)c2)cc1C,-9%,0.8,8,-1,-3,-10,-9,1.0%,2
Cc1ccccc1-c1noc(C2CCCCC2)n1,-22%,0.4,0,-6,-10,-8,10,-2.3%,-8
COC(=O)C(NS(=O)(=O)c1ccccc1Br)C(C)C (centres undefined),-9%&3%,-0.2,3,-3,-19,.,1,0.0%,-1
Cc1nc2nc(SCC(=O)N3CCOCC3)nn2c(C)c1Cc1c(F)cccc1Cl,-16%,0.2,2,-1,3,-3,2,-1.0%,-10
O=C(Nc1ccc(N2CCCCC2)cc1)c1ccc2ccccc2n1,?,-0.7,1,5,5,-2,4,0.2%,-8
CCOC(=O)c1ccc(NC(=O)COC(=O)Cc2csc(-c3ccccc3)n2)cc1,-12%,0.0,7,-9,.,-8,-2,0.5%,-1
C=C(C)C(=O)Nc1nnc(-c2cccs2)s1,-16%,0.9,0,3,18,-6,-1,0.0%,-11
c1ccc(OCc2nc(-c3ccncc3)no2)cc1,-15%,-4.0,6,1,-3,-4,-1,0.5%,10
O=C(O)CCC(=O)NNC(=O)c1cccc(Cl)c1,-14%,-0.9,1,-8,.,.,-2,0.3%,18
CC(C)Cc1nnc(NC(=O)CCC(=O)NC2CC2)s1,35%[activator],-0.6,4,2,5,-1,10,0.0%,-3
CN(C)/C=C1/Sc2ccccc2C1=O,-16%,-0.1,3,0,12,6,-8,0.3%,0
CCCOC(=O)c1c(NC(=O)C2c3ccccc3Oc3ccccc32)sc2c1CCCC2,-2%,0.2,0,-5,1,-6,-6,-1.5%,-4
CCn1c(SCC(=O)NC2CCCCC2)nnc1-c1ccco1,-11%,0.0,0,-3,-6,-6,1,4.9%,1
Cc1cccc(C(=O)NNC(=O)c2ccccc2-n2cccc2)c1,-4%,-0.2,2,4,7,-6,8,-1.2%,-4
O=S(=O)(c1ccc(Cl)cc1)n1c(Cc2ccccc2)nc2ccccc21,-10%,-1.0,1,-2,1,.,-2,-1.0%,8
CCCCc1cc(=O)oc2c(CN3CCCC3)c(O)c(Cl)cc12,560%[activator],0.0,4,0,-9,0,6,15%,-33*
CC(C)[C@H](Nc1nc(-c2ccccc2)nc2c1oc1ccccc12)C(=O)O,-9%,0.1,-1,-3,-1,2,-5,0.6%,1
CCn1cc(CCCC(=O)NCc2cccnc2)c2ccccc21,-6%,-0.6,2,12,-5,1,1,0.8%,3
Cc1ccccc1Cn1nc(C)c(NC(=O)C2c3ccccc3Oc3ccccc32)c1C,-11%,0.5,7,-7,2,-3,2,-0.3%,10
CCOc1ccc(OCC)c(NC(=O)CN(C)S(=O)(=O)c2cnc[nH]2)c1,-5%,-0.8,0,-3,-1,-9,-9,-1.7%,-18
CC(C)NC(=O)C(=O)NCc1ccccn1,-3%,0.1,2,-1,0,17,-4,-1.1%,-1
CC(C)NC(=S)N/N=C/c1cccs1,56%[activator],0.0,1,-2,1,13,1,-0.4%,-14
CC(C)N1C(=O)N(c2ccccc2)C(C)(O)CC1(C)C (centres undefined),-21%,0.3,0,15,-1,1,-2,-1.1%,7
O=C(N=C1SC2CS(=O)(=O)CC2N1Cc1ccc(F)cc1)C1CC1 (centres undefined),-2%,0.0,5,-1,4,7,0,0.6%,-8
